# HKDC1 inhibitor: HKDC1 hexokinase inhibitors, primary screen, biochemical, fluorescence, uHTS | hit rate 0.16% among 340,000 | recombinant HKDC1, G6PDH/diaphorase resazurin coupled fluorescence | Q2TB90 | inhibition, % at 20 µM;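 active means inhibition above about 35% when tested at 20 µM, limit read from the data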;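 further: plate controls were DMSO wells with enzyme for no effect and DMSO wells lacking enzyme for full effect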
#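 Test system: Recombinant HKDC1 (HK5) hexokinase enzyme, produced in-house | Input: HKDC1 at 5 µg/mL | Buffer or medium: Tris pH 8.0 buffer with MgCl2, Tween-20, BSA, BME | Schedule: 90 min reaction incubation at room temperature, dark | Technique: Resazurin-to-resorufin fluorescence via G6PDH and diaphorase coupling, 525/613 nm | Controls: DMSO wells with and without enzyme mix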
# PfG6PD inh: PfG6PD enzyme inhibitors, primary screen, biochemical, fluorescence intensity, uHTS. inhibition, % at 20 µM. glucose-6-phosphate dehydrogenase-6-phosphogluconolactonase (Plasmodium falciparum 3D7). PfGluPho enzyme, NADPH resazurin-diaphorase fluorescence. AID 504690, 2011. hit rate 0.78% among 350,000;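 active means inhibition reaching at least a set limit at 20 µM in the primary screen, cut at about 59% in these data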;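 further: 0% = DMSO wells with substrate and 100% = DMSO wells lacking glucose-6-phosphate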
# SENP8 block-1: SENP8 protease inhibitors, primary screen, biochemical, luminescence. AID 2540, 2010. hit rate 1.2% among 330,000. purified SENP8, Z-RLRGG-aminoluciferin cleavage. Sentrin-specific protease 8 (Homo sapiens), Q96LD8. inhibition, % at 10 µM; in the data active means inhibition above about 50%
# SENP7 inh: SENP7 protease inhibitors, primary screen, biochemical, luminescence, uHTS | recombinant SENP7, Z-RLRGG-aminoluciferin luminescence, 40 min | inhibition, % at 5 µM | hit rate 1.5% among 330,000 | AID 434973, 2010;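 active means inhibition above about 50% at the single test dose, limit read from the data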;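 further: plate controls were DMSO with enzyme for no effect and no enzyme buffer wells for full effect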
# Target sequence (Q9BQF6 706-1050 limits assumed): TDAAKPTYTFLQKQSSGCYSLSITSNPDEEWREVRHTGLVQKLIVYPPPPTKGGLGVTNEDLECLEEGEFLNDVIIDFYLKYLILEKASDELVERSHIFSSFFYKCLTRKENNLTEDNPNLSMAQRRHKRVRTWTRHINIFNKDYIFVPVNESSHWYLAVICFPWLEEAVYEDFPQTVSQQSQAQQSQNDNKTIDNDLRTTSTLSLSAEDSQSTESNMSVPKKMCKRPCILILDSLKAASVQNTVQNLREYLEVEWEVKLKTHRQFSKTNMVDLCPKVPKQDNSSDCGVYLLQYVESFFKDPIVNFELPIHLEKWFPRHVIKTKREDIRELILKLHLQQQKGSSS
# MIN6 prolif: inducers of MIN6 beta-cell proliferation, primary screen, ATP luminescence, uHTS; MIN6 cells proliferation, ATPlite luminescence, 48 h; cells starved in 0.2% serum; 100% = growth in 10% serum; proliferation, % at 10 µM; hit rate 0.29% among 330,000;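 active means compounds whose signal lies at least 3.5 SD above the mean of all wells on their plate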;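 further: 0% = DMSO-treated cells in low-serum medium and 100% = 10% serum control; some compounds called inactive have numbers as strong as hits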
# SENP1 inh: human SENP1 catalytic domain inhibitors, primary screen, biochemical, FRET, uHTS; inhibition, % at 10 µM; Sentrin-specific protease 1 (Homo sapiens), Q9P0U3; recombinant SENP1 catalytic domain, CyPet-SUMO1-YPet FRET cleavage; hit rate 0.21% among 360,000;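 active means inhibition at least 30% at 10 µM, raw YFP signal under a set limit, fluorescence ratio 0.5 to 1.5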;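 further: 0% = enzyme with DMSO and 100% = no enzyme wells; some results filed as inactive read as strong as hits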
# Target sequence (Q9P0U3 419-644 limits assumed): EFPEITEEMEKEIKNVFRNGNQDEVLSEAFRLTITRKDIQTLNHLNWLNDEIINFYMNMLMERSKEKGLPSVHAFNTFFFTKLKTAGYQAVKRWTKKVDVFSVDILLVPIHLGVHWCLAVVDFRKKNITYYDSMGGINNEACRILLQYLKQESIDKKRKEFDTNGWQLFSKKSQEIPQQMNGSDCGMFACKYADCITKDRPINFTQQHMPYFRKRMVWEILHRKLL
#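 material = recombinant human SENP1 catalytic domain, His6-tagged | quantity = 20 pM enzyme | reagent = 25 nM SUMO1 FRET substrate | compound dosing = 10 µM single point, 0.5% DMSO | timing = 50 min enzyme reaction, room temperature, light-protected | detection = FRET, CFP and YFP emission | control set = no-enzyme low, enzyme-DMSO high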
# UBC13 polyUb: UBC13 polyubiquitin chain formation inhibitors, primary screen, biochemical, TR-FRET, uHTS. hit rate 0.47% among 330,000. inhibition, % at 20 µM; in the data active means inhibition above about 45%, passing the limit was not always enough
# SENP6 block: SENP6 protease inhibitors, primary screen, biochemical, luminescence, uHTS; Sentrin-specific protease 6 (Homo sapiens), Q9GZR1; Recombinant SENP6 catalytic domain, aminoluciferin luminescence; inhibition, % at 10 µM; hit rate 1.8% among 330,000; AID 2599, 2010;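 active means inhibition above about 50% at the single tested dose, limit read from the data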;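 further: plate controls were DMSO wells with enzyme for no effect and DMSO wells lacking enzyme for full effect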
# Target sequence (Q9GZR1 628-1112 limits assumed): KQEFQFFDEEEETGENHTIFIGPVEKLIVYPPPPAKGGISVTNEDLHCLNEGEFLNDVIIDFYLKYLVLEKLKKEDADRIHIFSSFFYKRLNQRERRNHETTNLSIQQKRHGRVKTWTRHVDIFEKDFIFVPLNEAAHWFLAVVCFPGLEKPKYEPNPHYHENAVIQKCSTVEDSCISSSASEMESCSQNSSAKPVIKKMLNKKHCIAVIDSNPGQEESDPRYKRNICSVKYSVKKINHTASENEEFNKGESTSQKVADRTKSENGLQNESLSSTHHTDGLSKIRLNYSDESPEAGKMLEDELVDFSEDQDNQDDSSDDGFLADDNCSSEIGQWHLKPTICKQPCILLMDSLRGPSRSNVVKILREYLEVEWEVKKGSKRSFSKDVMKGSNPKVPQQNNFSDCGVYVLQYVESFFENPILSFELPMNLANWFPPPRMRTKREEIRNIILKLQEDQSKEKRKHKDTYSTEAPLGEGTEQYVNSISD
# SENP8 block-2: human SENP8 protease inhibitors, primary screen, biochemical, fluorescence, Nedd8 protein substrate, uHTS; AID 602440, 2012; recombinant SENP8; inhibition, % at 20 µM; hit rate 0.64% among 360,000; Sentrin-specific protease 8 (Homo sapiens), Q96LD8; in the data active means inhibition mostly above about 40%, no sharp cut-off; inactive means mostly below about 27%
# An asterisk follows results filed as active; . = no result given; & = joins results of further samples.
SMILES,HKDC1 inhibitor,PfG6PD inh,SENP8 block-1,SENP7 inh,MIN6 prolif,SENP1 inh,UBC13 polyUb,SENP6 block,SENP8 block-2
COc1ccc(-c2nnc(SCC(=O)N3CCCC(C)C3)o2)c(OC)c1 (stereo not given),3,-14,-4,-7,-2,4,-1,3,5
O=C(c1ccccc1)c1cc2c(cc1[N+](=O)[O-])OCCO2,-8,-11,-2,2,3,-1,2,-5,11
COc1cccc(COc2ccc3ccc(=O)oc3c2)c1,-4,6,16,15,-1,-2,0,32,-76
COc1cc2c(cc1OC)C(c1ccc(-c3ccc(Cl)cc3Cl)o1)=NCC2,-3,37,-11,7,-5,-18,10,-8,-274
CC(c1ccccc1)N1C(=O)C2C3CCC(C3)C2C1=O (stereo not given),-7,-7,0,-7,-1,3,-7,-28,11
C=C1CCC2[C@](C)(CO)[C@H](O)CC[C@@]2(C)[C@@H]1/C=C/C1=CCOC1=O (stereo not given in full),-4,9,3,0,-4,-2,-10,-5,32
CC(C)NC(=O)Cn1c(=O)n(CC(=O)N2CCCCC2)c(=O)c2sccc21,-4,12,2,5,-5,4,10,-6,11
CCOC(=O)C1CCN(S(=O)(=O)c2ccc3c(c2)CC(=O)N3C)CC1,10,2,-7,-3,-2,-1,-10,-14,10
N#C/C(=C\c1ccc(Br)s1)C(=O)N1CCN(c2ccccc2)CC1,-6,11,-4,6,0,21,-13,8,19
CC(=O)N1c2c(cc(Br)cc2S(=O)(=O)NCc2cccnc2)CC1C (stereo not given),0,-7,-3,-8,-2,0,-14,-4,15
O=C(Nc1ccc(N2CCN(Cc3ccccc3F)CC2)cc1)c1ccccc1[N+](=O)[O-],-4,-12,-4,0,-4,1,-8,-8,-1
COc1ccc(NC(C)=O)cc1NC(=O)c1cccc(S(=O)(=O)N2CCN(Cc3ccccc3)CC2)c1,-1,7,4,1,7,2,-4,2,12
O=C(CSc1nnc(-c2ccncc2)n1CCc1ccccc1)NCc1ccccc1,-2,0,-9,1,1,-1,1,-15,11
Brc1cnc(N2CCOCC2)nc1N1CCCCC1,-5,1,6,3,-2,6,-2,-3,16
O=C(O)c1nc(NCCc2ccccc2)ncc1Cl,-4,-2,1,1,-4,0,9,-12,-91
CCn1c(=O)cc(OCC(=O)Nc2cccnc2)c2ccccc21,-4,-9,-3,1,-3,3,7,2,5
CC(C)c1ccc(C2CC(=O)N3CN(Cc4ccco4)CSC3=C2C#N)cc1 (stereo not given),17,61*,4,7,-1,-10,-12,6,3
CSc1cccc(NC(=O)Nc2ccccc2C(N)=O)c1,-1,6,64*,78*,-1,2,6,77*,-173
CCC(c1nnnn1CCc1ccccc1)N(Cc1ccco1)Cc1cc2cc(C)cc(C)c2[nH]c1=O (stereo not given),2,14,5,1,-4,-7,4,2,-167
Cc1cc(C)c2c(N)c(C(=O)N/N=C/c3cccs3)sc2n1,0,-15,-11,-8,-3,-39,6,-18,-468
Cc1ccc(-c2nc(N)n(C(=O)c3ccco3)n2)cc1,-5,7,-4,-10,-1,1,20,-6,14
CC(O)C(NS(=O)(=O)c1ccc(Cl)cc1)C(=O)OCC(=O)N1CCN(c2ccccc2)CC1 (stereo not given),13,-17,6,6,-1,1,11,13,22
CCN(CC)S(=O)(=O)c1cc(NC(=O)Cc2n[nH]c(=O)c3ccccc23)ccc1C,-4,2,3,4,-1,3,26,-18,11
CC(C)(C)OC(=O)CNC(=O)c1[nH]cnc1C(=O)Nc1ccc(CNC(=O)OC(C)(C)C)cc1,1,15,-4,13,-1,2,10,-9,19
CCCCc1nnc(NC(=O)CC(=O)Nc2ccccc2C(=O)O)s1,-3,-24,22,13,1,0,-5,50,-16
CCCCCCCCCCOC(=O)Cn1c(COc2ccccc2)[n+](C)c2ccccc21,1,10,-21,-4,-5,1,59*,-24,8
Cc1cc(C)n2ncc(/C(N)=N/OC(=O)Nc3ccc(Cl)cc3)c2n1,2,8,-8,-11,-2,2,-8,-1,-15
Cc1cccc(NC(=O)NCc2ccc3c(c2)OCO3)c1C,-8,-1,-9,-12,0,1,-2,-23,12
Cc1cccc(NC(=O)Nc2cccc(F)c2)n1,-8,-20,-4,12,-2,-2,14,3,16
O=S(=O)(c1ccc(F)cc1)N1CCN(CC(O)COCc2cccs2)CC1 (stereo not given),-4,-10,1,14,0,-1,4,10,22

# Entries shown so far with a furan ring, fused or not (4):
SMILES,HKDC1 inhibitor,PfG6PD inh,SENP8 block-1,SENP7 inh,MIN6 prolif,SENP1 inh,UBC13 polyUb,SENP6 block,SENP8 block-2
COc1cc2c(cc1OC)C(c1ccc(-c3ccc(Cl)cc3Cl)o1)=NCC2,-3,37,-11,7,-5,-18,10,-8,-274
CC(C)c1ccc(C2CC(=O)N3CN(Cc4ccco4)CSC3=C2C#N)cc1 (stereo not given),17,61*,4,7,-1,-10,-12,6,3
CCC(c1nnnn1CCc1ccccc1)N(Cc1ccco1)Cc1cc2cc(C)cc(C)c2[nH]c1=O (stereo not given),2,14,5,1,-4,-7,4,2,-167
Cc1ccc(-c2nc(N)n(C(=O)c3ccco3)n2)cc1,-5,7,-4,-10,-1,1,20,-6,14

# Going on with the list.
SMILES,HKDC1 inhibitor,PfG6PD inh,SENP8 block-1,SENP7 inh,MIN6 prolif,SENP1 inh,UBC13 polyUb,SENP6 block,SENP8 block-2
CC1(C)CC(=O)C2=C(C1)OC(N)=C(C#N)C21C(=O)N2CCCc3cccc1c32 (stereo not given),-10,3,-5,-3,2,0,-8,-6,6
O=C(NC(=S)Nc1ccc2c(c1)OCCO2)c1ccc(F)cc1Cl,-1,10,-2,0,-6,1,2,-6,15
Cc1cc(-c2cn3ccccc3n2)c(C)n1-c1ccccc1,-2,14,-11,-1,-6,-5,6,-5,-396
CC(C)c1ccc(-c2c(C#N)c(N)nc3c2CCCCC3)cc1,0,-10,-1,-7,-2,-6,9,-1,-185
COCCn1cc(C(=O)N2CCN(C)CC2)c2c3ccccc3n(C)c2c1=O,-5,3,-11,-6,-1,-6,-4,-23,-275
CCCCCOC(=O)C1=C(C)NC(=O)NC1c1ccc2c(c1)OCO2 (stereo not given),-1,-2,2,5,-2,1,0,1,13
CC(C)(C)NC(=O)/C(=C\c1ccccc1F)NC(=O)c1ccc([N+](=O)[O-])cc1,-10,2,9,1,-1,-1,2,3,9
O=c1c2ccccc2ncn1-c1ccc(Cl)cc1,-3&-3,-13&5,-8&-6,6&5,2&1,3&6,-2&2,-4&4,8&8
NC(=O)NC(CC(=O)NCc1ccc2c(c1)OCO2)c1ccccc1Cl (stereo not given),-5,3,4,-5,-2,4,-3,-7,4
O=C(N/N=C/c1cccnc1)C12CC3CC(CC(C3)C1)C2,-7,-5,2,7,-2,1,2,4,12
Cc1ccc(NC(=O)CSc2nc(CSc3ccc(C)cc3)cc(=O)[nH]2)cc1,5,-24,-5,-5,-4,-6,-14,-16,14
C=C[C@]1(C)C[C@@H](OC(=O)CSCCN(CC)CC)[C@]2(C)C(C)CC[C@]3(CCC(=O)[C@H]32)[C@@H](C)[C@@H]1O (stereo not given in full),-1&-2,19&-7,3&0,11&1,-4&3,1&4,9&9,-16&-18,20&6
CC(C)CN(CC(C)C)C(=S)NC1CCCCC1,-6,7,-5,-1,4,1,4,-14,6
O=C(CCn1c(=O)oc2ccc(Cl)cc21)NCCCN1CCOCC1,-1,0,-2,0,-3,-1,0,-18,10
CN(C)S(=O)(=O)c1ccc(C(=O)NN2C(=O)NC3(CCCCC3)C2=O)cc1,-2,2,-6,-4,0,0,2,-5,3

# Among those listed so far, these have two or more sulfur atoms.
SMILES,HKDC1 inhibitor,PfG6PD inh,SENP8 block-1,SENP7 inh,MIN6 prolif,SENP1 inh,UBC13 polyUb,SENP6 block,SENP8 block-2
Cc1cc(C)c2c(N)c(C(=O)N/N=C/c3cccs3)sc2n1,0,-15,-11,-8,-3,-39,6,-18,-468
O=S(=O)(c1ccc(F)cc1)N1CCN(CC(O)COCc2cccs2)CC1 (stereo not given),-4,-10,1,14,0,-1,4,10,22
Cc1ccc(NC(=O)CSc2nc(CSc3ccc(C)cc3)cc(=O)[nH]2)cc1,5,-24,-5,-5,-4,-6,-14,-16,14

# Other records follow:
SMILES,HKDC1 inhibitor,PfG6PD inh,SENP8 block-1,SENP7 inh,MIN6 prolif,SENP1 inh,UBC13 polyUb,SENP6 block,SENP8 block-2
Cc1ccc(CSc2nc3ncccc3[nH]2)cc1,-4,8,64*,67*,-5,-2,-7,81*,11
COc1ccc(OCC(=O)Nc2nnc(-c3ccco3)s2)cc1,-7,-14,-7,1,-1,-6,2,-17,-188
Cc1ccc(NC(=S)NC(=O)c2ccccc2)cc1NC(=S)NC(=O)c1ccccc1,-3,6,.,.,.,-28,.,.,-4
Cc1cc(Br)cc2c(C(=O)NCC3CCCO3)cc(-c3cccs3)nc12 (stereo not given),-8,-1,-10,-3,-2,-6,6,-14,-320
COc1ccc(C(=O)NNC(=O)CSc2ccccc2)cc1,11,5,-4,7,-5,0,3,-20,17
Cc1cc(C)cc(-n2nnc(C(=O)NCc3ccc4c(c3)OCO4)c2N)c1,4,4,-4,2,2,4,14,-8,1
CNC(=S)N1CCC(NC(=O)C(Cc2ccccc2)NC(C)=O)CC1 (stereo not given),4,-8,2,2,-1,2,-4,2,6
O=C(CC(=O)NCc1ccccc1)NCc1ccccc1,-6,-11,-1,-8,-3,2,2,-6,-8
C#CCn1c(=NC(=O)CN2C(=O)CCC2=O)sc2cccc(C)c21,-5,10,1,-3,4,1,4,4,3
COc1cc(CNn2c(C)n[nH]c2=S)cc(Cl)c1OCc1ccccc1,-2,52,3,8,-2,2,6,-17,16
C=CCN(C(=O)c1ccc2c(c1)nnn2C)c1ccccc1,-3,13,-5,7,1,-1,1,2,19
O=C(Nc1ccccc1)NC1CC2CCC(C1)N2Cc1nnnn1Cc1ccc2c(c1)OCO2 (stereo not given),1,-7,0,0,0,0,7,-6,19

# 6 records picked at random from those above:
SMILES,HKDC1 inhibitor,PfG6PD inh,SENP8 block-1,SENP7 inh,MIN6 prolif,SENP1 inh,UBC13 polyUb,SENP6 block,SENP8 block-2
O=C(Nc1ccccc1)NC1CC2CCC(C1)N2Cc1nnnn1Cc1ccc2c(c1)OCO2 (stereo not given),1,-7,0,0,0,0,7,-6,19
CNC(=S)N1CCC(NC(=O)C(Cc2ccccc2)NC(C)=O)CC1 (stereo not given),4,-8,2,2,-1,2,-4,2,6
Cc1ccc(CSc2nc3ncccc3[nH]2)cc1,-4,8,64*,67*,-5,-2,-7,81*,11
COc1ccc(C(=O)NNC(=O)CSc2ccccc2)cc1,11,5,-4,7,-5,0,3,-20,17
Cc1cc(Br)cc2c(C(=O)NCC3CCCO3)cc(-c3cccs3)nc12 (stereo not given),-8,-1,-10,-3,-2,-6,6,-14,-320
O=C(CC(=O)NCc1ccccc1)NCc1ccccc1,-6,-11,-1,-8,-3,2,2,-6,-8
